Assay outcomes (PubChem)
STK33 kinase inh: inhibitors of purified STK33 kinase, primary screen, biochemical, ADP-Glo luminescence, homogeneous, cell-free; inhibition, % at 10 µM; MBP phosphorylation; 0.073% of 320,000 active; Serine/threonine-protein kinase 33 (Homo sapiens), Q9BYT3; AID 2661, 2010;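 active = inhibition at or above 25%, using the most active replicate where run in duplicate; inactive = inhibition below 25%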
Target sequence (Q9BYT3 whole entry, looked up): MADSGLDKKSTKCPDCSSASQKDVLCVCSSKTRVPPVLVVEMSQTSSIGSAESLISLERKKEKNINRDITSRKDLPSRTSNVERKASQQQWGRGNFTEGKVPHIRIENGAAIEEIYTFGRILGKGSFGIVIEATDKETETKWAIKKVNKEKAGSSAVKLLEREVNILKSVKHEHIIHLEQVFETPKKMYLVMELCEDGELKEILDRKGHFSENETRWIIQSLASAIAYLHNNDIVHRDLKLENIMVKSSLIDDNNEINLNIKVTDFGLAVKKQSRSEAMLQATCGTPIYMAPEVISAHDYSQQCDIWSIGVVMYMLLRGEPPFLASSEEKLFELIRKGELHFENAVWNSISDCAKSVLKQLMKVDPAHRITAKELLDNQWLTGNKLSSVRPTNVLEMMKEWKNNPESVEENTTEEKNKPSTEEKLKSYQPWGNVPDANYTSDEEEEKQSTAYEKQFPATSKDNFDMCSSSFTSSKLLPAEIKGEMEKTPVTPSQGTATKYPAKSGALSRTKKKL
* hit, by the source's call. An excerpt (hit frequency here may not be typical).

STK33 kinase inh | Molecule
-2.4 | COCC(=O)Nc1c(I)c(C(=O)NCC(O)CO)c(I)c(C(=O)N(C)CC(O)CO)c1I (configuration not stated)
-0.2 | NC(=O)c1ccc(Cn2c(C(=O)c3cc(Cl)c(N)c(Cl)c3)c3ccccc3[n+]2[O-])cc1
0.1 | CN(C(=O)c1cccc(NC(=O)C2CCCN(C(=O)OC(C)(C)C)C2)c1)C1CCC1 (configuration not stated)
-1.2 | C[C@H](CO)N1C[C@H](C)[C@@H](CN(C)C(=O)NC2CCCCC2)Oc2c(NS(=O)(=O)c3cccs3)cccc2C1=O
-1.0 | Fc1c(F)c(F)c(SCn2cc(Br)cn2)c(F)c1F
-1.4 | COc1ccc(Cl)cc1NC(=O)COC(=O)Cc1cc(OC)c(OC)c(OC)c1
0.9 | O=C(Nc1nnc(-c2cccs2)o1)c1cccc(Oc2ccccc2)c1
-1.3 | O=C1CN(C(=O)CSc2nnnn2C2CC2)c2ccccc2N1
-1.0 | Cc1nc2ccccn2c1/C(O)=C1\C(=O)C(=O)N(CCCN(C)C)C1c1ccc(F)cc1 (configuration not stated)
-3.2 | Clc1ccc(C[n+]2csc3ccccc32)cc1
0.6 | C#CCOCCOCCOCCNc1nc(N2CCN(C(=O)[C@H](CCCN=C(N)N)n3cc(C(N)[C@@H](C)CC)nn3)CC2)nc(N2CCN(C(=O)[C@H](CCCCN)n3cc([C@@H](N)CC(N)=O)nn3)CC2)n1 (some centres not stated)
0.1 | Cc1c(C(=O)Nc2ccc(S(=O)(=O)Nc3ncccn3)cc2)oc2ccccc12
-1.5 | CN(Cc1nc2ccccc2c(=O)[nH]1)C(=O)c1cccc(S(=O)(=O)N2CCc3ccccc32)c1
1.2 | COc1ccccc1N(CC(=O)Nc1cc(S(=O)(=O)N(C)C)ccc1C)S(=O)(=O)c1cccs1
-1.2 | COc1ccc(S(=O)(=O)NC2CCN(Cc3ccccc3)CC2)cc1NC(C)=O
0.4 | O=C(CCSc1ccc(F)cc1)NNC(=O)c1ccc([N+](=O)[O-])cc1
-0.1 | COc1ccc(CCN2CC(C(=O)Nc3nnc(Cc4ccccc4)s3)CC2=O)cc1OC (configuration not stated)
-0.2 | Cc1cc(C(=O)NN=Cc2c(C)[nH]c3ccccc23)c(C)o1
-1.3 | CC(C)CN(C(=O)COC(=O)c1ccc(C#N)cc1)C1CCS(=O)(=O)C1 (configuration not stated)
-0.9 | COc1ccc(NC(=O)COC(=O)CCNC(=O)c2ccco2)cc1Cl
0.9 | O=C1CN(C(=O)COC(=O)c2ccc([N+](=O)[O-])s2)c2ccccc2N1
0.2 | N#CCC(=O)Nc1ccc(C(=O)OCC(=O)NC2CCCc3ccccc32)cc1 (configuration not stated)
0.1 | CN1CCN(C2CCN(Cc3ccc(O)c4ncccc34)CC2)CC1
0.5 | Cc1ccc(C(=O)Nc2cccc(C(F)(F)F)c2)cc1NC(=O)c1[nH]cnc1C(N)=O
-0.6 | O=C(Cn1nnc(-c2ccc(F)cc2)n1)Nc1cccc(S(=O)(=O)N2CCCC2)c1
-1.7 | Cc1ccc(S(=O)(=O)NCCNc2ccc(Br)c(C)c2)cc1
-0.4 | Cc1cc(C)c(NC(=O)CN(C)C(=O)CNC(=O)c2cccs2)c(C)c1
-0.5 | Cn1nnnc1Sc1ncnc2scc(-c3cc4ccccc4o3)c12
-1.0 | CC(C)(C)OC(=O)C[C@H]1C/C=C\C[C@H](CC(=O)N[C@H](CO)Cc2ccccc2)C(=O)N[C@@H](Cc2ccccc2)COC1=O
1.0 | O=c1[nH]cnc2c1sc1nc(C(F)F)cc(-c3ccccc3)c12
-0.8 | CCN(C(=O)CSc1nnc(SC(C)C)s1)C1CCS(=O)(=O)C1 (configuration not stated)
-0.8 | O=C(C[C@@H]1C/C=C\C[C@H](NC(=O)OCC2c3ccccc3-c3ccccc32)C(=O)OC[C@@H]2CCCN2C1=O)NCCO
-0.5 | COc1ccc(CNC(=O)CC2C[C@H](C(=O)N3CCCCC3)[C@@]3(C)c4[nH]c5ccccc5c4CCN3C2=O)cc1OC (some centres not stated)
-1.6 | COc1ccccc1C(=O)NC(=O)COC(=O)Cc1ccc(F)cc1
-0.8 | COc1ccccc1NS(=O)(=O)c1ccc(C(=O)NCCCN2CCCC2=O)cc1
-0.3 | CC(=O)Nc1cc(C(=O)CSc2nnc(C3CC3)n2C2CC2)ccc1O
1.0 | NC(=O)[C@@H]1CCCNc2c(I)cc([N+](=O)[O-])cc2C(=O)N[C@@H](CCCN=C(N)N)C(=O)N[C@@H](CCCN=C(N)N)C(=O)N1
-0.2 | CCN(C[C@H]1N[C@@](CC)(C(=O)OC)[C@H]2C(=O)N(Cc3ccccc3)C(=O)[C@@H]12)S(=O)(=O)c1ccc(-c2ccccc2)cc1
-0.1 | Cc1nc2ccc(NS(=O)(=O)c3ccc(F)c(F)c3F)cc2s1
1.3 | O=C(/C=C/c1ccc(Cl)cc1Cl)OCC(=O)N1CCCC1
-0.6 | C[C@@H]1CN([C@@H](C)CO)C(=O)c2cc(NC(=O)C3CC3)ccc2O[C@H]1CN(C)C
-0.2 | O=C(COC(=O)c1ccc(Br)c(S(=O)(=O)N2CCOCC2)c1)NC1CC1
-1.8 | COc1ccc(NC(=O)COC(=O)CCc2ccc(S(=O)(=O)N3CCOCC3)cc2)cc1OC
-1.2 | CCOc1ccc(N2CC(C(=O)Nc3ccc(S(=O)(=O)Nc4ncccn4)cc3)CC2=O)cc1 (configuration not stated)
-1.8 | Cc1ccc(S(=O)(=O)N2[C@@H](c3ccc(F)cc3)C(C(=O)O)=CC[C@H]2c2cccc(Cl)c2)cc1

Given with tabs: 4 of the compounds above.
canonical_smiles	STK33 kinase inh
N#CCC(=O)Nc1ccc(C(=O)OCC(=O)NC2CCCc3ccccc32)cc1 (configuration not stated)	0.2
CN1CCN(C2CCN(Cc3ccc(O)c4ncccc34)CC2)CC1	0.1
Cc1ccc(C(=O)Nc2cccc(C(F)(F)F)c2)cc1NC(=O)c1[nH]cnc1C(N)=O	0.5
O=C(Cn1nnc(-c2ccc(F)cc2)n1)Nc1cccc(S(=O)(=O)N2CCCC2)c1	-0.6

(continued)
STK33 kinase inh | Molecule
-0.6 | CC1(C)O[C@@H]2C[C@H]3[C@@H]4C[C@H](F)C5=CC(=O)CC[C@]5(C)[C@H]4[C@@H](O)C[C@]3(C)[C@]2(C(=O)CO)O1
-0.8 | COc1ccccc1C(CNC(=O)C1CC(=O)N(Cc2ccccc2)C1)N1CCCC1 (configuration not stated)
1.1 | C#CCOCCOCCOCCNc1nc(N2CCOCC2)nc(N2CCN(C(=O)[C@H](CO)n3cc([C@@H](N)C(C)C)nn3)CC2)n1
-1.5 | CSCCC(NC(=O)c1ccco1)C(=O)NCC1CCCO1 (configuration not stated)
-0.7 | CCCC(C(=O)O)N1C(=O)/C(=C/c2cccn2C)SC1=S (configuration not stated)
-0.6 | Cc1nc(SCC(=O)N2CCCC2=O)nc(C)c1C
0.2 | CCOc1ncccc1C(=O)OCC(=O)NCc1ccc(C(=O)OC)cc1
0.6 | CCCCN1C(=O)C(=O)N(CC(=O)Nc2ccccc2C(C)=O)C1=O
0.7 | COc1cc(NC(=O)c2ccc(S(=O)(=O)N(C)c3ccccc3OC)cc2)cc(OC)c1
1.4 | CCn1c(SCC(=O)Nc2nc3ccc(OC)cc3s2)nnc1-c1ccoc1C
-1.5 | CC(=O)c1ccc(S(=O)(=O)N(C)CC(=O)Nc2ccc(C)cc2)cc1
1.8 | Cc1ccc(NC(=O)C2COc3ccccc3O2)cc1S(=O)(=O)N1CCOCC1 (configuration not stated)
-0.6 | O=C(Cn1cnc2ccccc2c1=O)NCc1ccc2c(c1)OCO2
0.1 | Cc1ccc(C(=O)N(C)CCOc2ccccc2)cc1S(=O)(=O)N1CCCCC1
0.7 | O=C(COC(=O)c1cncc(Br)c1)NC12CC3CC(CC(C3)C1)C2
-1.4 | NS(=O)(=O)c1cccc(NC(=O)c2cccc(S(=O)(=O)N3CCCCCC3)c2)c1
-1.2 | CCN1CCC[C@H]1CNC(=O)c1c(OC)ccc(Br)c1OC
0.7 | Cc1ccc(C(=O)OCC(=O)NCCc2ccc(F)cc2)cc1S(=O)(=O)N1CCOCC1
-0.4 | COc1cc(C(=O)N[C@H](C(=O)NC2CCCc3ccccc32)C(C)C)cc(OC)c1OC (some centres not stated)
-0.5 | CN(CC(=O)Nc1cccc(F)c1)C(=O)C1(c2ccccc2)CC1
0.8 | O=C(COC(=O)COc1ccc(Br)cc1)NCc1ccccc1
-0.2 | Cc1cc(NC(=O)C(C)SCC(=O)OCc2ccc(Cl)cc2Cl)no1 (configuration not stated)
0.1 | CC(NCC(=O)Nc1ccccc1C(=O)NC1CC1)c1cccs1 (configuration not stated)
1.6 | CCOc1ccc(S(=O)(=O)Nc2ccccc2C(=O)N(C)C2CCN(C)CC2)cc1
2.7 | NC(=O)N/N=C/c1ccc([N+](=O)[O-])o1
0.9 | Cc1cc(C(=O)CSc2nnc(C3CC3)n2C2CC2)c(C)n1C(C)C
0.2 | C[C@H](CO)N1C[C@H](C)[C@@H](CN(C)C)Oc2c(NC(=O)CCC(F)(F)F)cccc2C1=O
0.3 | C=CC[C@@H](CC(=O)OC(C)(C)C)C(=O)OC[C@@H]1CCCN1C(=O)[C@@H](CC=C)CC(=O)N[C@@H](CO)Cc1ccccc1
-0.4 | CC(C)C[C@@H]1NC(=O)[C@H](Cc2ccc(O)cc2)NC(=O)c2cc([N+](=O)[O-])cc(I)c2NCCC[C@@H](C(N)=O)NC1=O
-0.9 | Cc1cc(C)n2nc(C(=O)OCC(=O)c3ccccc3)nc2n1

Four compounds out of the list, sorted by SMILES length, rising:
STK33 kinase inh | Molecule
2.7 | NC(=O)N/N=C/c1ccc([N+](=O)[O-])o1
-0.5 | CN(CC(=O)Nc1cccc(F)c1)C(=O)C1(c2ccccc2)CC1
0.2 | C[C@H](CO)N1C[C@H](C)[C@@H](CN(C)C)Oc2c(NC(=O)CCC(F)(F)F)cccc2C1=O
-0.4 | CC(C)C[C@@H]1NC(=O)[C@H](Cc2ccc(O)cc2)NC(=O)c2cc([N+](=O)[O-])cc(I)c2NCCC[C@@H](C(N)=O)NC1=O

Next part.
STK33 kinase inh | Molecule
-0.5 | COC(=O)C1=C(C(=O)c2ccccc2)C(c2ccc(O)c(OC)c2)n2nnnc2N1 (configuration not stated)
-0.4 | Cc1ccc(NC(=O)CN(C)C(=O)C(C)N2CCN(Cc3ccccc3C)CC2)cc1 (configuration not stated)
1.0 | O=C(NN1C(=O)C2C3C=CC(C4CC34)C2C1=O)c1ccc(Cl)cc1 (configuration not stated)
-0.1 | C#CCCc1cocc1/C=[N+](\[O-])c1ccc(C(=O)OCC)cc1
0.0 | NS(=O)(=O)c1cccc(NC(=O)COC(=O)Cn2cc(C(F)(F)F)ccc2=O)c1
0.7 | Cc1c(C=NNC(=O)c2ccc(Br)cc2)c2ccccn2c1C(=O)c1ccncc1
1.0 | CCCCc1ccc(C2C(C#N)=C(N)SC(N)=C2C#N)s1
-1.3 | O=C(C[C@@H]1C/C=C\CCCC(=O)OC[C@@H]2CCCN2C1=O)N[C@@H](CO)Cc1ccccc1
1.0 | C[C@@H]1CN([C@@H](C)CO)C(=O)c2cccc(NC(=O)C3CCOCC3)c2O[C@H]1CN(C)S(=O)(=O)c1ccc(Cl)cc1
13.1 | Cc1nc(SCc2nc3ccc([N+](=O)[O-])cc3[nH]2)c2oc3ccccc3c2n1
-0.8 | Cc1ccc2nc(/C(C#N)=C\c3ccc(Oc4ccc([N+](=O)[O-])cn4)cc3)[nH]c2c1
-0.3 | COc1ccc(C(=O)N2CCC2)cc1S(=O)(=O)NCc1ccc(Cl)cc1
0.8 | Nc1ncnc2c1ncn2[C@@H]1O[C@H](CNS(=O)(=O)CCCCl)[C@@H](O)[C@H]1O
-0.5 | COc1ccc(NC(=O)Nc2ccc3c(c2)C(=O)N([C@H](C)CO)C[C@H](C)[C@@H](CN(C)C(=O)NC(C)C)O3)cc1
0.2 | Cc1ccccc1-c1nn(-c2ccccc2)cc1C(=O)NCC(c1ccco1)N1CCCC1 (configuration not stated)

The last 3 compounds of the part before come first, to join the parts.
STK33 kinase inh | Molecule
0.8 | Nc1ncnc2c1ncn2[C@@H]1O[C@H](CNS(=O)(=O)CCCCl)[C@@H](O)[C@H]1O
-0.5 | COc1ccc(NC(=O)Nc2ccc3c(c2)C(=O)N([C@H](C)CO)C[C@H](C)[C@@H](CN(C)C(=O)NC(C)C)O3)cc1
0.2 | Cc1ccccc1-c1nn(-c2ccccc2)cc1C(=O)NCC(c1ccco1)N1CCCC1 (configuration not stated)
0.7 | CCN(CC(=O)Nc1cc(Cl)ccc1C)C(=O)CCc1nc2ccccc2c(=O)[nH]1
-1.3 | CCCc1cc(=O)[nH]c(SCC(=O)Nc2ccc(OCc3ccccc3)cc2)n1
-1.3 | COc1ccc(-c2cc(C(=O)N3CCN(c4ncccn4)CC3)c3ccccc3n2)cc1OC
-0.1 | Cn1c(COc2ccc(Cl)cc2)nnc1SCC(=O)NC1CC1
1.1 | COc1cc(C(=O)NCCC2=CCCCC2)ccc1OCc1c(C)noc1C
-1.0 | CN1CCN(c2cc(-c3cc(O)c4ncccc4c3)ccn2)CC1
0.2 | Cc1ccc(N2CC(C(=O)OCC(=O)Nc3ccc(Cl)cc3)CC2=O)cc1 (configuration not stated)
2.2 | O=C(NC1CCCC1)C1CCN(c2nccs2)CC1
-0.4 | COc1cc(C(C#N)N2CCOCC2)ccc1O (configuration not stated)
-0.6 | CC(Sc1nnc(C2CC2)n1C)C(=O)Nc1ccc2c(c1)CCC2 (configuration not stated)
-0.7 | CCN(CC)CCNC(=O)C1c2cc(OC)c(OC)cc2C(=O)N2CCc3ccccc3C12 (configuration not stated)
-1.8 | O=C(NC1CCCCC1)c1ccc(-n2cncn2)c([N+](=O)[O-])c1
-1.9 | COc1ccc(-c2cc(C(=O)OCC(=O)NC3CC3)c3ccccc3n2)cc1OC
0.3 | Cc1c(NC(=O)CSc2nc(N)cc(N)n2)c(=O)n(-c2ccccc2)n1C
1.2 | CCCN(C(=O)CSc1ncnc2sccc12)c1c(N)n(Cc2ccccc2)c(=O)[nH]c1=O
0.3 | Cc1ccc(-c2nnc(N3CCN(C(=O)CSc4ncn[nH]4)CC3)c3ccccc23)cc1
-0.5 | Cc1ccc(NC(=O)CNNC(=O)c2cccc([N+](=O)[O-])c2)cc1[N+](=O)[O-]
2.0 | O=C(CN1CCN(S(=O)(=O)c2cccc(Br)c2)CC1)N1CCCCC1
